Compound activity (PubChem)
miR122 inh: miR-122 Renilla sensor signal increase in Huh7, primary screen, miR-122 inhibitor project, cell-based, single point, plate reader. Huh7 miR-122 Renilla luciferase sensor, 48 h; neutral wells = 0, positive control = 100. activation (reporter increase), % at 12.5 µM. hit rate 0.3% among 340,000. AID 602342, 2012;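 active = mean replicate activation score at least 90 and every replicate individually at or above 90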;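 note: higher luciferase means less miR-122 activity so hits act as miR-122 inhibitors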
An asterisk follows results filed as active. The list is partial, so the mix of outcomes need not match the whole.

SMILES	miR122 inh
Cc1[nH]nc(SCC(=O)NCc2ccc(F)cc2)c1[N+](=O)[O-]	-5
CCOc1ncccc1C(=O)OCC(=O)N1CCN(S(=O)(=O)c2ccc(Cl)cc2)CC1	-2
COC(=O)C1CCN(C(=O)c2cc3ccccc3oc2=O)CC1	-3
Cc1cc(C)c2nc3c(c(C(=O)O)c2c1)CCC3	-10
Cc1ccc(S(=O)(=O)/N=C2/C=C(Sc3ncn[nH]3)C(=O)c3ccccc32)cc1	-17
CC(=O)Nc1ccc(SCC(=O)c2cc(C)n(-c3ccccc3F)c2C)cc1	7
Cc1cccc2cc(C#N)c(NCCNC(=O)NC3CCCCC3)nc12	-8
Cc1cc(NC(=O)COC(=O)C2CCCN2C(=O)c2cccs2)no1 (configuration not stated)	-1
CC(=O)Nc1ccccc1C(=O)N1CC2(C)CC1CC(C)(C)C2 (configuration not stated)	-3
CCOc1ncccc1C(=O)OCc1cc(=O)oc2c(C)c(C)ccc12	-4

The last 2 compounds of the part above come first, to join the parts:
SMILES	miR122 inh
CC(=O)Nc1ccccc1C(=O)N1CC2(C)CC1CC(C)(C)C2 (configuration not stated)	-3
CCOc1ncccc1C(=O)OCc1cc(=O)oc2c(C)c(C)ccc12	-4
COCCCNC(=O)c1sc2ncnc(N3CCc4ccccc4C3)c2c1C	1
COC(=O)C1CCN(c2nc3ccccc3nc2C(C#N)C(=O)OCC(C)C)CC1 (configuration not stated)	-4
N=c1ccn(Cc2ccc(Cl)cc2)cc1	-19
CC1CCN(C(=O)c2cc3nc(C4CC4)cc(C(F)(F)F)n3n2)CC1	1
NC(=O)NCc1cccc(Cl)c1	0
CC1(C)CC(=O)C2=C(C1)N(Cc1ccc(F)cc1)C(=O)C2(NC(=O)c1cccnc1)C(F)(F)F (configuration not stated)	19
COc1ccccc1N1CCN(C(CNS(=O)(=O)c2ccccc2)c2cccnc2)CC1 (configuration not stated)	7
CC(=O)c1cc(-c2ccccc2)n(CCC(=O)NCc2cccs2)c1C	5
Cc1ccc(-n2c(SCc3cn4ccsc4n3)nc3ccccc3c2=O)cc1	4
N#Cc1ccc(-c2ccc3c(c2)OCO3)nc1SCC(=O)OCc1ccccc1	1
CC1(C)CC(=O)C(C(C2=C(O)CC(C)(C)CC2=O)c2cccs2)C(=O)C1 (configuration not stated)	-8
CCn1c(SCC(=O)NC2CCCCC2C)nnc1-c1ccc(OC)cc1 (configuration not stated)	-4
COc1ccc(Cl)cc1N/C(N)=N/c1nc(CSc2ccc(C)cc2)cc(=O)[nH]1	-6
Cc1nn(-c2ccccc2)c2c1C(O)n1c(nc3ccccc31)S2 (configuration not stated)	13
Cn1c(=O)n(C)c2cc(NC(=O)CSc3nnc(-c4ccccc4O)n3-c3ccccc3)ccc21	-3
CCS(=O)(=O)c1ccc(-c2csc(-c3ccccc3)n2)c(Cl)c1Cl	-9
CNC(=O)CNC(=O)Nc1ccc(Cl)c(Cl)c1	2
CCOC(=O)CC(=O)CSc1ccc2nnc(-c3ccc(F)cc3)n2n1	-4
Cc1cc(C(C)(C)C)cc(C)c1N	-4
Cc1ccc(C)c(N/C=C(\C#N)c2nc3ccccc3o2)c1	9
O=C(NCc1ccc(F)cc1)c1ccc(S(=O)(=O)Nc2cccc(C(F)(F)F)c2)cc1	25
CC(=O)C1=C(C)OC(N)=C(C#N)C1c1ccco1 (configuration not stated)	2
N#CC1=C(N)OC2=C(C(=O)CCC2)[C@]12C(=O)N(CC(N)=O)c1ccccc12	0
CCOc1ccc(-c2nc(CSCC(=O)NCCN3CCOCC3)c(C)o2)cc1	4
CC1Oc2ccccc2N(Cc2cccnc2)C1=O (configuration not stated)	7
COc1ccccc1N1CCN(CCCNC(=O)Nc2ccccc2C)CC1	-4
Cc1ccc(NC(=O)c2cc(NC(=O)c3ccco3)ccc2N2CCCCC2)cc1	4
CCCS(=O)(=O)N1CCN(C(=O)c2cccc(OC)c2)CC1	0
CCCCOc1ccccc1N	-10
O=c1[nH]n2c(=O)c3c([nH]c2c1N=Nc1cccc(C(F)(F)F)c1)CCCC3	10
CCOc1ccc(C2c3cc(OC)c(OC)cc3CC(=O)N2c2ccc(OC)cc2)cc1 (configuration not stated)	-8
Cc1nn(Cc2ccc(Cl)cc2)c(=O)n1N(C)c1ncc(C(F)(F)F)cc1Cl	8
O=c1c2cn[nH]c2[nH]c(=S)n1-c1ccccc1	8
COc1ccc(CN2CCC(CNC(=O)NC3CCCCC3)CC2)cc1	0
O=C(Nc1ccc2c(c1)ncn2C1CCCCC1)c1ccco1	1
O=C(O)c1ccc(S(=O)(=O)Cc2ccccc2)cc1	1
COc1ccc(Nc2nccc(OC)c2C#N)cc1	-3
CC(C)COP(=O)(c1ccc(N(C)C)cc1)C(O)c1ccccn1 (configuration not stated)	39
Cc1cc(C)cc(Oc2ccccc2C=O)c1	2
O=C(N/C(=C/c1ccco1)C(=O)N1CCCC1)c1cccs1	-2
Cc1nn(-c2ccccc2)c(C)c1C(=O)Nc1nnc(-c2ccco2)o1	3
Cc1cc(C)n2nc(S(=O)(=O)N(C)Cc3ccccc3)nc2n1	-1
COC(=O)c1ccc(Oc2c(C)oc3cc(OCc4cnn(-c5ccccc5)c4)ccc3c2=O)cc1	-4
O=C1C(Cl)=C(N2CCC(C(=O)O)CC2)C(=O)c2ccccc21	-4
Cc1ccnc(N2C(=O)OC(C)(C)C2(C)O)c1 (configuration not stated)	-5
CC(=O)Nc1ccc(NC2=CC(=O)CC(C)(C)C2)cc1	-4
COc1ccccc1OCC(=O)Nc1ccccc1C(=O)NCc1ccco1	0
CCC(=O)NC(=S)Nc1cccc(C(C)=O)c1	-4
COc1ccc(-c2nc(SC)n(S(=O)(=O)c3ccccc3)n2)cc1	-5
CCCNC(=O)NC(=O)COc1ccc2oc3ccccc3c2c1	0

(further entries)
SMILES	miR122 inh
c1ccc(-c2nc(NCc3ccco3)c3ccccc3n2)cc1	5
CCSc1ncc(C#N)c(=O)[nH]1	-2
CCCCCCCn1ccc(=N)cc1	-8
CCC(=O)c1c[nH]c(C(=O)NCCCn2ccnc2)c1	0
CCC(=O)N(CCC(c1ccccc1)c1ccco1)Cc1cccs1 (configuration not stated)	-4
CC1(C)CC(=O)C(C(C2=C(O)CC(C)(C)CC2=O)c2cccnc2)C(=O)C1 (configuration not stated)	-6
COc1ccc(OC)c(S(=O)(=O)N2CCC(C(=O)N3CCN(Cc4ccccc4)CC3)CC2)c1	-3
COc1ccc(-c2nc3ccccc3n2CCC(C)C)cc1OC	-4
O=C(O)c1ccc(N2C(=O)CC(Cc3ccccc3)C2=O)cc1 (configuration not stated)	-7
CN1CCN(CC(=O)Nc2c(C(=O)C3CC3)oc3ccccc23)CC1	0
O=C(N/N=C/c1ccc(O)c(O)c1O)/C(=C/c1ccc([N+](=O)[O-])cc1)NC(=O)c1ccccc1	-18
Cc1ccc(N2CC(C(=O)OCC(=O)C(C)(C)C)CC2=O)cc1 (configuration not stated)	-17
O=C(O)c1cccc(N2CCCC2=O)c1	-1
COc1cc(/C=N/N=C2/NC(=O)C(c3ccccc3)S2)ccc1O (configuration not stated)	0
O=C(NCCOc1ccccc1)c1ccccc1	0
COc1cccc(CNC(=O)C2CCN(S(=O)(=O)N3CCCC3)CC2)c1	-15
Cc1ccc(NC(=O)CCC(=O)NNC(=O)c2cccc([N+](=O)[O-])c2)cc1C	-2
CCSc1nnc(NC(=O)CSc2nc3c(cc2C#N)CCCC3)s1	2
CC(=O)c1cnc2c(-c3ccccc3)cnn2c1C	-2
Cc1nc2ccccc2c(-c2ccccc2)c1C(=O)c1ccccc1	9
COC(=O)c1sc2nc(CSc3nc4ccc(C)cc4[nH]3)[nH]c(=O)c2c1C	-1
O=C(CCCn1c(=O)[nH]c2cc(Cl)ccc2c1=O)NC1CCCCCCC1	-1
CC(C)CCNC(=O)c1cccc(Cl)c1	4
CCCCc1[nH]c(=O)c(C#N)c2c1CCCC2	-1
O=C(CSc1nnc(-c2ccco2)n1-c1ccccc1)NCc1ccc2c(c1)OCO2	-8
CCCn1nc([N+](=O)[O-])c(C(C#N)c2nc3ccccc3s2)c(Cl)c1=O (configuration not stated)	-9
Cc1sc2nc(CN3CCOCC3)nc(NCCc3ccccc3)c2c1C	28
Fc1ccccc1N1CCN(Cc2nc(-c3ccc(Cl)cc3Cl)no2)CC1	-7
CS(=O)(=O)N1CCN(c2ccccc2NC(=O)C(c2ccccc2)c2ccccc2)CC1	-7
O=S(=O)(c1ccc2nc(-c3ccco3)c(-c3ccco3)nc2c1)N1CCOCC1	2
O=c1[nH]c2c(c(=O)n1Cc1ccccc1)CCC2	-2
COC(=O)CCS(=O)(=O)c1cc(Cl)ccc1Cl	-7
CN(C)C(/C=C/Nc1ccc(F)cc1)=C(C#N)C#N	0
COc1ccc(C2=Nn3c(nnc3-c3ccccc3OC)SC2)cc1OC	49
CCOC(=O)c1c(NC(=O)CSc2nnc(CNc3ccc(OC)cc3)n2C)sc(C)c1C	3
O=C(c1ccc2snnc2c1)N1CCCC1	-4
COc1ccc(N2CCN(C(=O)CSc3nnc(C)c(=O)[nH]3)CC2)cc1	-8
CC1(C)C2CCC1(CS(=O)(=O)Nc1ccc(S(=O)(=O)N3CCCCC3)cc1)C(=O)C2 (configuration not stated)	16
CN(C(=O)c1cccc(N2C(=O)C3CC=CCC3C2=O)c1)C1CCCCC1 (configuration not stated)	0
CCCS(=O)(=O)N1CCCC(C(=O)NCCN(Cc2ccccc2)C(C)C)C1 (configuration not stated)	-6
CCc1ccc(-c2cc(C(=O)NCc3ccco3)c3ccccc3n2)s1	-4
CC(C)c1ccc(C2NC(=S)NC3=C2C(=O)CCC3)cc1 (configuration not stated)	0
COc1cccc(/C=N/NC(=O)CCCc2ccc(OC)c(C)c2)c1	1
Cc1cc(S(=O)(=O)N2CCN(c3c(C)cccc3C)CC2)ccc1F	-1
Cc1cc(C(F)(F)F)nc(NCc2cccnc2)n1	0
CC(C)Cn1c(CNC(=O)c2ccccc2)nc2ccccc21	1
COc1cc(C(=O)NCC(c2cccnc2)N2CCN(C)CC2)cc(OC)c1OC (configuration not stated)	-1
Cc1ccc(Cn2c(SCC(=O)Nc3cc(C)on3)nc3ccccc3c2=O)cc1	4
Cc1c(NC(=O)c2cc3nc(-c4ccccc4)cc(C)n3n2)c(=O)n(-c2ccccc2)n1C	-1
COc1ccc(-c2cc(C(F)(F)F)n3nc(C(=O)N4CCCCC4)cc3n2)cc1OC	11

Later entries
SMILES	miR122 inh
COc1cc(C)nc(Oc2ccc(OCc3ccccc3)nn2)n1	3
CCOc1cc(N2CCOCC2)c(OCC)cc1NC(=O)COC(=O)c1cc(C)oc1C	2
CC(=O)OC12CC3CC(C1)C(=NO)C(C3)C2	-9
COC(=O)c1cc(CSc2nc3ccc(C)cc3[nH]2)oc1C	-1
COC(=O)CSc1nnc2c3c4c(sc3nc(-n3nc(C)cc3C)n12)COC(C)(C)C4	-3
O=[N+]([O-])c1cn(-c2nc(-c3ccco3)cc(C(F)(F)F)n2)cn1	-8
O=C(Nc1nc(-c2ccc(Cl)cc2)cs1)NC1CCCCC1	3
Cc1cc(N2CCN(c3ccccc3)CC2)nc(-c2ccccc2)n1	-7
COC(=O)C1C2C=CC(C3CC23)C1C(=O)OCC(=O)c1ccccc1 (configuration not stated)	18
COc1ccccc1C(=O)Nc1ccc2c(c1)nc(CN1CCN(C(C)=O)CC1)n2C	26
Cn1c(=O)c2c(nc(NCCO)n2C)n(C)c1=O	-2
COc1ccc(-n2c(SCC(N)=O)nnc2-c2ccc(NS(=O)(=O)c3ccc(C)cc3)cc2)cc1	7
Cc1ccc(CNc2ccc3c(c2)ncn3C)cc1	0
CC(=O)Nc1ccc(C(=O)NNC(=O)CCc2ccccc2)cc1	-2
COCCn1c(C)cc(C(=O)CSc2nnc(-c3cccnc3)n2-c2ccccc2F)c1C	4
CC(C)CNC(=O)C(=O)NC1CCCC1	-2
CC(C)C(=O)NC(=S)Nc1ccccc1F	3
COC(=O)CS(=O)(=O)c1nnc([C@H](Cc2ccccc2)NC(=O)OC(C)(C)C)o1	-1
COc1ccc(CCN2CC(O)=C(c3nc(C)cs3)C2=N)cc1OC	130*
O=C(c1cccs1)N1CCN(C(=O)C2CCCO2)CC1 (configuration not stated)	-1
CC(C)(C)c1ccc(N2C(=O)Cc3c2nc(N)c(C#N)c3N)cc1	-5
COc1ccc(Cc2nnc(NC(=O)c3ccco3)s2)cc1OC	0
CCC(=Nc1ccc(Cc2ccncc2)cc1)c1c(O)n(C)c(=O)n(C)c1=O	-8
O=C(CSc1nc(C2CC2)nc2ccccc12)N1c2ccccc2Sc2ccc(C(F)(F)F)cc21	4
CCc1ccccc1NC(=O)NC1CC2CCC(C1)N2Cc1cccs1 (configuration not stated)	3
Cc1c(NC(=O)c2ccc3c(c2)OCO3)c(=O)n(-c2ccccc2)n1C	-4
COc1ccccc1Nc1nc2ccc(C)cc2cc1C#N	-3
OCCN(Cc1ccccc1)Cc1cccc(F)c1	3

By substructure, the compounds so far with a furan ring, fused or not
SMILES	miR122 inh
CC(=O)C1=C(C)OC(N)=C(C#N)C1c1ccco1 (configuration not stated)	2
Cc1ccc(NC(=O)c2cc(NC(=O)c3ccco3)ccc2N2CCCCC2)cc1	4
O=C(Nc1ccc2c(c1)ncn2C1CCCCC1)c1ccco1	1
O=C(N/C(=C/c1ccco1)C(=O)N1CCCC1)c1cccs1	-2
Cc1nn(-c2ccccc2)c(C)c1C(=O)Nc1nnc(-c2ccco2)o1	3
COc1ccccc1OCC(=O)Nc1ccccc1C(=O)NCc1ccco1	0
CCCNC(=O)NC(=O)COc1ccc2oc3ccccc3c2c1	0
c1ccc(-c2nc(NCc3ccco3)c3ccccc3n2)cc1	5
CCC(=O)N(CCC(c1ccccc1)c1ccco1)Cc1cccs1 (configuration not stated)	-4
CN1CCN(CC(=O)Nc2c(C(=O)C3CC3)oc3ccccc23)CC1	0
O=C(CSc1nnc(-c2ccco2)n1-c1ccccc1)NCc1ccc2c(c1)OCO2	-8
O=S(=O)(c1ccc2nc(-c3ccco3)c(-c3ccco3)nc2c1)N1CCOCC1	2
CCc1ccc(-c2cc(C(=O)NCc3ccco3)c3ccccc3n2)s1	-4
CCOc1cc(N2CCOCC2)c(OCC)cc1NC(=O)COC(=O)c1cc(C)oc1C	2
COC(=O)c1cc(CSc2nc3ccc(C)cc3[nH]2)oc1C	-1
O=[N+]([O-])c1cn(-c2nc(-c3ccco3)cc(C(F)(F)F)n2)cn1	-8
COc1ccc(Cc2nnc(NC(=O)c3ccco3)s2)cc1OC	0
